Compound activity from PubChem BioAssay.
dFosB activator: enhances mouse delta FosB homodimer DNA binding | activation, % at 25 µM | purified delta FosB, TAMRA-CDK5 oligo fluorescence polarization; percent of positive-control signal above neutral wells | hit rate 0.99% among 340,000 | P13346;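 active means mean activation above about 17%, with every replicate also reaching it, limit read from the data, passing the limit was not always enough; inconclusive means only one of the two conditions met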;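 further: fluorescence polarization rise as delta FosB binds a TAMRA Cdk5 AP-1 oligo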
Target sequence (P13346 whole entry, looked up): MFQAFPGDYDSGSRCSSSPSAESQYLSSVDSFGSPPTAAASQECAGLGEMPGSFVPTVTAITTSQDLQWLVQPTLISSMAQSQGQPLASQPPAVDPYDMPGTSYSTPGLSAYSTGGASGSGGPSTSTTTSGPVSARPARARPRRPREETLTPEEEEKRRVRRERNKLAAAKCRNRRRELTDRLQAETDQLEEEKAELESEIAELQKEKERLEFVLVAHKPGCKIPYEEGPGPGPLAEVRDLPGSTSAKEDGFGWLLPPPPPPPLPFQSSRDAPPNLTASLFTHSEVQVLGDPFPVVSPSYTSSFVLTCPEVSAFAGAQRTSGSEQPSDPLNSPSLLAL
Tat transport: blocks Tat-dependent protein export in E. coli | E. coli MC4100 TorA-mCherry Tat export, fluorescence | inhibition, % at 10 µM | hit rate 0.036% among 340,000;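 active means mean replicate inhibition at least 50% and at least half of replicates individually reaching 50%; inconclusive means only one of the two criteria met; inactive means neither criterion met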;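 further: exported cargo escapes ClpAP degradation while cytoplasmic cargo is degraded and loses fluorescence; 0% = median of neutral control wells and 100% = median of NaSCN control wells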
CAL PDZ FP-1: blocks peptide binding to human CAL PDZ domain. purified CAL PDZ, TMR-peptide fluorescence polarization, 1 h. hit rate 0.02% among 330,000. inhibition, % at 20 µM. AID 504414. Q9HD26;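 active means highest replicate inhibition of at least 40%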;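 further: plate controls were DMSO neutral control wells for no effect and unlabeled competitor peptide control wells for full effect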
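material = purified tagged CAL PDZ domain construct (CerCALP) | compound dosing = 20 µM, one dose | times = 1 h at RT | measured by = fluorescence polarization from S- and P-plane intensities, G-factor corrected | read-out = inhibition from polarization loss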
RTF Ca sens act: cardiac RTF calcium sensitization | P19429+P45379 | IANBD-labeled TnC RTF fluorescence at EC20 calcium; 0% EC20 calcium, 100% full calcium | activation, % at 7.2 µM | hit rate 0.24% among 340,000;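 active means activation above the mean over all tested compounds plus 3 SD, cut at about 30% in these data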;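 further: rise in fluorescence read as greater calcium sensitivity of cardiac thin filaments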
Wnt bcat act: Wnt/beta-catenin pathway activation | Wnt/beta-catenin reporter cell assay, activator, plate reader | activation, % at 9.35 µM | hit rate 1.2% among 300,000 | AID 743398; in the data active means activation above about 30%, passing the limit was not always enough; inconclusive means no clear call, values can overlap the other calls;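 further: 0% = neutral control wells and 100% = positive control wells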
Rtt109 HAT inh: C. albicans Rtt109 histone acetyltransferase inhibition; purified Rtt109/Vps75, ThioGlo CoA-SH fluorescence, 4 h; inhibition, % at 34.9 µM; hit rate 0.16% among 330,000; AID 540336;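 active means inhibition of at least 50% in every replicate; inconclusive means best replicate reaches 50% inhibition but some replicates fall short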
Target sequence (Q5AAJ8 whole entry, looked up): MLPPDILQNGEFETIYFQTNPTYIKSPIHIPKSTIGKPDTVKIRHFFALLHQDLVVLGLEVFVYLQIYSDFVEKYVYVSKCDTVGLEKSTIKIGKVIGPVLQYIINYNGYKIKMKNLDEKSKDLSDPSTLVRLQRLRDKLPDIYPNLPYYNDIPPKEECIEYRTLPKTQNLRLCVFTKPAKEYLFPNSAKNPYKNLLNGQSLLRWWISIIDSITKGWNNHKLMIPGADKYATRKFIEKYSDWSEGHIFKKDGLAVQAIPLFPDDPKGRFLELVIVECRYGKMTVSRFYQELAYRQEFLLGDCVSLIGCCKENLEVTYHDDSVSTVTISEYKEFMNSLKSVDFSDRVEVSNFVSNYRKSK
CDK5 inh: CDK5/p35 (human) kinase inhibition. hit rate 0.01% among 330,000. AID 488839. Recombinant CDK5/p35, ADP-Glo luminescence, 60 min. inhibition, % at 10 µM;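 active means highest replicate inhibition of at least 50% and at least 75% of replicates reaching 50%; inconclusive means only one of the two criteria met; inactive means both criteria failed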;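 further: plate controls were DMSO neutral control for no effect and GW8510 at 10 µM for full effect; many of its hits are not listed in these tables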
MITF act: activators of MITF-driven TRPM1 promoter activity in SK-MEL-5 cells. SK-MEL-5 TRPM1-promoter luciferase, 24 h; % of positive control, neutral wells = 0. activation, % at 12.5 µM. hit rate 0.75% among 300,000;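 active means mean activation of at least 80% with every replicate also reaching 80%; inconclusive means mean reaches 80% but some replicate falls short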;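 further: 0% = neutral control wells and 100% = parthenolide positive control wells; values of inactives mirror those of a sister screen read the other way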
CAL PDZ FP-2: CAL PDZ (human) peptide binding inhibition | hit rate 0.92% among 300,000 | purified CAL PDZ, TMR-peptide fluorescence polarization, 1 h | inhibition, % at 24.9 µM | AID 602252 | Q9HD26;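 active means mean inhibition of at least 30% with at least half of replicates also reaching 30%; inconclusive means no clear call, values can overlap the other calls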;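 further: 0% = DMSO neutral control and 100% = excess unlabeled competitor peptide PRC23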
V-ATPase pHluor: yeast V-ATPase proton transport regulation by pHLuorin; S. cerevisiae, pHLuorin cytosolic pH fluorescence; response, % at 10 µM; hit rate 0.37% among 350,000; in the data active means response mostly above about 7.3%, no sharp cut-off; inactive means mostly below about 5.4%; further: actives read high; inactives centre near 0; some compounds called inactive have numbers as strong as hits; reference of the scale not given here
The depositor's hits bear a star; u = inconclusive; x = not tested or not shown. This is a random part of the collection, and some 4.1% of all compounds hit somewhere here.

SMILES	dFosB activator	Tat transport	CAL PDZ FP-1	RTF Ca sens act	Wnt bcat act	Rtt109 HAT inh	CDK5 inh	MITF act	CAL PDZ FP-2	V-ATPase pHluor
COc1ccc(N(C(=O)c2snc(C(N)=O)c2N)C(C(=O)NC2CCCC2)c2ccc(OC)c(OC)c2)cc1 (stereo not given)	2.9	2.4	-1.5	2.0	0.0	3.5	0.0	-8.8	x	-1.1
C/C(=N\Nc1c([N+](=O)[O-])c(C)nn1C)c1ccc(F)cc1F	1.0	4.6	1.4	4.0	-1.3	-1.6	0.6	22.0	-2.8	-4.0
COc1cc(C(=O)N=C2SC3CS(=O)(=O)CC3N2c2ccccc2)cc(OC)c1OC (stereo not given)	-0.4	1.8	-2.8	1.0	-13.1	-4.4	x	9.1	-2.0	0.6
O=C(CN(Cc1ccc(F)cc1)C(=O)CCC(=O)Nc1ccccn1)NCc1ccc(F)cc1	-1.9	-1.1	-3.6	0.9	7.0	10.8	-0.1	x	-2.2	-4.5
Cc1ccc(S(=O)(=O)CCC(=O)OCC(=O)NCC(=O)Nc2c(C)cc(C)cc2C)cc1	1.9	1.4	-0.5	-4.2	-4.7	2.6	-2.0	-0.3	x	3.0
Oc1ccccc1C1=NN(c2ccccc2)C(c2ccccc2)C1 (stereo not given)	-0.6	8.0	-0.1	8.5	-0.9	2.4	-0.3	-12.9	-2.5	0.2
CN(C)S(=O)(=O)c1cccc(C(=O)Nc2ccccc2[N+](=O)[O-])c1	3.0	-1.8	-0.1	9.9	4.8	7.3	-2.9	-20.4	-3.8	x
O=C1C=C(O)C(n2cncn2)C(c2ccc(F)cc2)C1 (stereo not given)	-5.7	2.5	-1.2	2.4	0.5	-2.4	1.3	-7.6	-4.2	8.6
CSc1nc(N)nc(C(C)C)n1	-0.5	-5.3	0.1	-4.8	-1.7	-2.7	1.0	5.5	-7.9	5.4
Cc1ccc(O)c(C(=O)c2cnc3c(c2)c(C)nn3C)c1	-6.9	-0.5	-4.0	-0.3	-0.1	-0.4	0.8	-11.9	-4.9	-0.2
CC(=O)Nc1ccc(C(=O)Nc2cccc(S(=O)(=O)N(C)c3ccccc3)c2)cc1	-4.5	1.7	-3.1	2.0	25.3	9.3	-0.1	-7.4	x	4.0
N#Cc1ccccc1Sc1ccccc1C(=O)Nc1ccc(Br)cc1	3.3	-4.4	-1.0	-1.6	1.3	0.4	-1.0	x	-1.2	-3.0
CS(=O)(=O)N1CCN(C(=O)Cc2cccs2)CC1	2.1	-10.7	-0.1	-4.2	x	10.1	-0.1	1.9	-7.0	7.0
Cc1ccc(N(C)C(=O)C2CCN(S(=O)(=O)c3ccc4c(c3)oc(=O)n4C)CC2)cc1	-1.3	3.0	-1.2	4.2	-4.6	7.1	-1.4	x	x	-2.0
Cc1cccc(OCCCCCN2CCOCC2)c1C	-1.1	4.6	-0.5	-2.5	-5.5	1.1	0.9	-0.1	1.9	-0.6
CCOC(=S)SCc1cn2ccccc2n1	3.3	0.8	-1.1	8.4	9.4	5.8	-2.2	12.5	-3.1	1.6
CCn1cc(C2C3=C(CC(C)(C)CC3=O)N(c3ccc(C)cc3)C3=C2C(=O)CC(C)(C)C3)c(C)n1	-7.6	0.4	-2.7	-2.6	-0.1	-1.6	1.1	5.4	-3.3	-0.7
CCOC(=O)Cc1csc(NS(=O)(=O)c2ccc(F)cc2)n1	-2.2	7.1	0.2	-2.9	x	-14.1	0.4	6.2	-0.6	-2.4
COc1cc(C(=O)NC(C)c2cc(C)ccc2C)ccc1OCC(=O)N1CCOCC1 (stereo not given)	0.2	-10.9	-1.2	-6.2	-0.6	-11.6	-0.1	5.1	-1.8	-3.5
CCOC(=O)N1CCC(N(CCN(C)C)C(=S)Nc2cccc(SC)c2)CC1	-9.5	3.2	0.6	-3.4	3.0	12.5	1.1	-6.4	-3.6	-2.3
CC(=O)c1cccc(NC(=O)c2cc3ccccn3n2)c1	-22.2	-8.0	0.1	-1.1	u	-6.7	0.9	x	-4.5	0.8
COc1ccccc1/C=N/NC(=O)NC12CC3CC(CC(C3)C1)C2	-11.9	3.7	1.1	-7.0	-1.4	-8.8	-1.0	3.7	3.8	3.7
CC(C)=CCN1CCN(Cc2nc(C(C)C)cs2)CC1CCO (stereo not given)	-5.9	-0.6	0.0	1.4	2.6	-1.2	-0.3	0.0	2.8	2.6
O=C(NCCCN1CCOCC1)c1cn(-c2ccccc2)nc1-c1ccc(F)cc1	-2.6	6.2	-1.9	-1.2	-1.0	-4.4	-0.4	12.3	-0.4	0.1
CN(C)CCCn1c2c3ccccc3ccc2c2oc(=O)c3ccccc3c21	73.4*	-3.7	1.1	-4.8	-3.6	1.3	3.1	-80.1	-1.9	-8.6
Additional structures:
SMILES	dFosB activator	Tat transport	CAL PDZ FP-1	RTF Ca sens act	Wnt bcat act	Rtt109 HAT inh	CDK5 inh	MITF act	CAL PDZ FP-2	V-ATPase pHluor
CC(C)c1cc(C(=O)NC2CCCCC2)no1	0.7	-8.3	-2.6	-3.2	x	4.9	0.3	62.9	x	12.5
COc1cccc(NC(=O)CN(C)C(=O)Cc2c(C)nc3ccccc3c2C)c1	-5.5	-3.3	-1.3	4.5	-0.4	-2.4	0.8	-7.7	-0.4	-5.8
COC(=O)c1ccc(NC(=O)CSc2nc3ncccc3[nH]2)cc1	-1.0	-5.1	-1.4	4.5	-0.2	-2.8	-6.8	x	x	5.3
C=CCN(CC=C)C(=O)c1ccc(OC2CCN(Cc3ccccn3)CC2)cc1	-8.4	-7.9	-0.7	1.9	-0.9	1.8	-0.6	-8.5	2.7	0.8
CC(=O)N1CCN(C(=O)CCCNC(=O)c2ccc(Cl)cc2)CC1	-0.3	-4.5	-0.5	7.9	0.9	0.4	-0.8	2.5	-1.8	-1.5
Cc1ccc(OCCOCCN2CCN(C)CC2)c(C(C)(C)C)c1	-1.6	0.0	-1.1	4.4	4.2	-3.3	-0.6	x	-2.1	-1.3
O=C(O)c1nn(CCOc2ccc(Cl)cc2Cl)c(=O)c2ccccc12	-0.2	-5.3	-1.5	-0.7	-2.6	10.7	-1.2	5.1	-3.6	5.4
CN1CCN(c2ccccc2NC(=O)c2ccc(N3CCCC3)c([N+](=O)[O-])c2)CC1	-19.7	-5.8	58.4*	1.5	-1.8	0.8	1.4	9.7	43.3*	2.0
CC(NC=C1C(=O)OC(C)(C)OC1=O)C(=O)O (stereo not given)	1.4	3.4	-1.5	2.1	0.4	-11.7	-0.9	2.6	5.2	-4.0
COCCNC(=O)CN1C(=O)CSc2ncccc21	-2.5	2.3	0.0	3.1	-2.3	-15.7	1.7	0.2	-1.0	-1.6
CCOC(=O)C1=C(C)N=C2SC(C(=O)OC)=CC(=O)N2C1c1cccc(OC)c1 (stereo not given)	-15.8	0.7	-2.6	0.7	x	-1.7	0.4	-0.3	x	-1.0
Cc1ccc(NC(=O)CSc2ccc(-c3ccco3)nn2)cc1	-1.8	-4.7	-1.7	3.5	3.1	1.1	0.4	12.7	-4.4	-1.4
CC(C)OCC(O)CSc1ccccn1 (stereo not given)	-3.5	-4.4	-0.5	-6.3	x	-9.3	0.0	11.1	-1.4	-8.0
Cc1ccc(NC(=O)CN(C)S(=O)(=O)c2ccc3c(c2)n(C)c(=O)c(=O)n3C)c(C)c1	-6.6	5.0	-0.5	-3.1	4.2	-6.0	1.4	-2.3	-3.1	-3.3
Cc1ccccc1NS(=O)(=O)c1ccc(OCC(=O)NCC2CCCO2)cc1 (stereo not given)	-10.5	-9.8	-0.3	2.0	-1.1	0.5	-2.5	7.1	x	-0.7
O=c1cc(Nc2cccc(Br)c2)[nH]c(=O)[nH]1	4.1	1.2	0.4	x	-0.7	-4.0	-0.5	9.5	1.7	1.2
Cc1ccc(S(=O)(=O)N2CCC(NC(=O)c3cccc(C)c3)CC2)cc1	-0.1	-0.4	0.6	-3.4	0.5	-5.7	-0.7	-5.4	12.6	2.9
O=C(CSc1nncs1)NCCCc1ccccc1	-4.1	-5.3	-0.9	6.7	77.9*	-6.0	-0.6	3.5	-0.5	0.0
CCOc1ccccc1CN1CCN(CCCc2ccccc2)CC1CCO (stereo not given)	-2.1	-2.1	-0.7	0.1	-1.9	-7.5	-2.0	x	-0.6	-4.6
O=C(Cn1cccc1C(=O)c1ccccc1)NCc1ccc2c(c1)OCO2	-8.9	6.5	-2.2	-3.3	x	-2.3	-0.1	9.4	-3.9	1.4
O=C(CN1C(=O)NC(c2ccc(F)cc2)C1=O)NC1CCCCC1 (stereo not given)	-6.2	1.3	-0.7	-5.5	x	7.6	-0.3	-0.8	88.5*	-0.3
Cc1cc(OC(C)C(=O)NC2CCN(Cc3ccccc3)CC2)c2c(C)cc(=O)oc2c1 (stereo not given)	-8.3	3.0	-0.4	-0.9	x	-2.8	1.9	17.3	2.1	-2.8
NS(=O)(=O)c1ccc(CNC(=O)c2ccc3c(=O)n4c(nc3c2)CCC4)cc1	0.9	-7.0	-3.6	-5.8	-4.2	5.3	0.8	-2.9	-5.8	-5.7
COc1ccc(NC(=O)CS(=O)(=O)c2cn(CC(=O)N(C(C)C)C(C)C)c3ccccc23)c(OC)c1	-4.6	-25.9	0.0	2.3	28.9	-4.5	-1.6	2.5	-0.6	2.8
COc1ccc(C(=O)CCc2ccccc2)cc1	-1.1	9.1	-2.2	3.5	13.7	-7.1	1.9	98.3*	-4.4	5.3
The list goes on.
SMILES	dFosB activator	Tat transport	CAL PDZ FP-1	RTF Ca sens act	Wnt bcat act	Rtt109 HAT inh	CDK5 inh	MITF act	CAL PDZ FP-2	V-ATPase pHluor
O=C(CSc1nc(=O)n2ccccc2n1)N1N=C(c2cccs2)CC1c1ccc(F)cc1 (stereo not given)	-3.6	6.5	-3.1	-3.3	3.4	5.9	-9.7	-11.9	-2.6	-2.5
Cc1ccc2nc(SCC(=O)O)nc(C)c2c1	-8.3	0.8	-1.8	-4.7	-1.3	9.6	0.5	-12.8	16.7	-0.6
CC(C)OC(=O)C(C)Oc1ccc(C(=O)NCCc2ccccc2)cc1 (stereo not given)	-5.6	8.9	0.2	-4.2	9.8	-21.1	0.7	16.0	-4.2	-0.9
Cc1cc(C)n2nc(SCC(=O)N(CCC#N)c3ccccc3F)nc2n1	-5.3	-4.3	-1.6	3.9	-1.8	-8.1	1.0	4.7	0.2	1.7
O=C(NCc1ccc(F)cc1)Nc1cccc([N+](=O)[O-])c1	-0.9	-3.8	-3.3	-0.7	2.2	-4.6	-0.5	25.7	-2.8	-1.8
CCOC(=O)CSc1nc(N2CCOCC2)c2c(c1C#N)CC(C)(C)OC2	-13.1	0.0	-1.7	3.0	0.9	-2.4	-0.5	-7.2	0.5	1.5
Cc1cc(C)cc(NC(=S)Nc2ccc(Cl)c(Cl)c2)c1	-4.7	-11.2	-1.1	2.0	-0.6	0.8	0.7	1.8	-2.8	-0.7
